Screening results deposited in PubChem BioAssay by National Center for Advancing Translational Sciences (NCATS).
LDHA inh: blocks human lactate dehydrogenase A; purified LDHA, NADH/diaphorase-resazurin fluorescence; stronger effect = lower value; activity change, % (values are at about 110 or 230 µM); 0.15% of 480,000 active; P00338; in the data active = activity change below about -30%; inconclusive = mostly about -25% to -30%;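 also: plate controls were DMSO wells for no effect and wells without enzyme for full effect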
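Human LDH5 at 2 nM final in Tris HCl pH 7.4 with 0.06 mM NADH and 0.2 mM pyruvate, reacted 5 minutes at room temperature. Remaining NADH coupled via diaphorase/resazurin; resorufin fluorescence read at 0 and 20 minutes, normalized to enzyme-free and DMSO wells.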
RGS4 inhibitor: human RGS4 inhibition; Potency, µM (highest dose often 114 µM), for the others: at the top dose activity change, negative = inhibition, usual class: inhibitors; AID 504845; 0.039% of 390,000 active; P49798; Transcreener GDP fluorescence polarization, RGS4-accelerated GTP hydrolysis; also: potency is read from the fitted curve at half-maximal effect; % is scaled to controls: 0 for no effect and ±100 for the full control effect; nearly all actives have a fitted effect of over 75% in size; some results filed as inactive show a strong effect at the top dose
Target sequence (P49798 whole entry, looked up): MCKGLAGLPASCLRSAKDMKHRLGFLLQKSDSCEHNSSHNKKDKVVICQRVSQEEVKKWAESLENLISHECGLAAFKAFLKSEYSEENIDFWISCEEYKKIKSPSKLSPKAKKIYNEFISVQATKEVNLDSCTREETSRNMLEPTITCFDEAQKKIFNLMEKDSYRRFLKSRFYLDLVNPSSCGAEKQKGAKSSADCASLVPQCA
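MLSMR compounds (23 nl, pin-transferred) preincubated 10 min at room temperature with a 500nM (2x) first reagent, then RGS4 at 900nM (2x) plus Transcreener GDP mix added; fluorescence polarization (620/688 nm) read before and after 90 min at 30 °C.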
Vif-APOBEC3F blk: inhibitors of Vif-A3F interaction; HeLa A3F-eYFP + Vif (tagged APOBEC3F with the HIV-1 protein that degrades it), YFP fluorescence increase; Potency, µM (top dose mostly 46.1 µM), without a hit: at the top dose activity, negative = active; 0.2% of 390,000 active; AID 602313; also: potency is read from the fitted curve at half-maximal effect; % of control where 0% means no effect; nearly all actives have a fitted effect of over 65% in size
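HeLa cells stably expressing A3F-eYFP plus Vif, plated and incubated overnight at 37 deg C, then exposed to compounds overnight at 37 deg C. Blocked degradation read as raised yellow fluorescence (Ex 488/Em 500-530).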
TrxR1 inh: inhibitors of rat thioredoxin reductase 1 | O89049 | recombinant rTrxR1, NADPH fluorescence consumption, selenite substrate | Potency, µM (highest dose often 114 µM), for the others: top-dose activity change, negative = inhibition, most hits filed as inhibitors | 1% of 390,000 active | AID 588453; also: potency is read from the fitted curve at half-maximal effect; % is scaled to controls: 0 for no effect and ±100 for the full control effect; nearly all actives have a fitted effect of over 65% in size
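Rat TrxR1 (90 nM in the dispensed reagent) was pre-reduced with 400 uM NADPH for 5 min at room temperature, then incubated with compound for 15 min. After 400 uM selenite was added, NADPH fluorescence (Ex 340/Em 450 nm) was followed for 8 min.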
Vif-A3G inh: blocks the Vif interaction with human APOBEC3G. 0.076% of 410,000 active. HeLa A3G-eYFP + Vif (tagged APOBEC3G with the HIV-1 protein that degrades it), YFP fluorescence, overnight. Potency, µM (doses to about 46.1 µM), for inactives: top-dose activity, negative = active, hits mostly inhibitors. Q9HC16;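 also: potency is read from the fitted curve at half-maximal effect; % is scaled to controls: 0 for no effect and ±100 for the full control effect; nearly all actives have a fitted effect of over 60% in size; hits raise eYFP signal because A3G escapes Vif-driven loss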
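HeLa cells stably expressing Vif and C-terminally eYFP-tagged A3G, seeded overnight at 37 deg C, then exposed to compound by pintool overnight at 37 deg C. Rise in yellow fluorescence (Ex 488/Em 500-530, Acumen) marks blocked Vif-driven A3G degradation.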
TrxR1 substrate: is turned over as a substrate by rat TrxR1 | O89049 | purified TrxR1 substrate turnover, NADPH consumption readout | Potency, µM (highest dose often 114 µM), for the others: top-dose activity change, negative = substrate turnover | 0.01% of 390,000 active; also: potency is read from the fitted curve at half-maximal effect; % is scaled to controls: 0 for no effect and ±100 for the full control effect; nearly all actives have a fitted effect of over 50% in size
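Rat TrxR1, dispensed at 90 nM, was prereduced with 400 uM NADPH (final) for 5 min at ~22 deg C, then incubated with compound 15 min before 400 uM selenite. A first-read NADPH fluorescence drop versus no-compound background flagged substrates.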
Glioma ERSR ind: induces the endoplasmic reticulum stress response in human glioma cells; U87-MG GRP78 promoter luciferase reporter, 16 h; Potency, µM, for inactives: at the highest dose activation, actives largely listed as activators; 0.02% of 420,000 active; AID 602332; also: potency is read from the fitted curve at half-maximal effect; series mostly up to about 76 µM; % of control where 0% means no effect; nearly all actives have a fitted effect of over 35% in size
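Stably transfected U87-MG human glioma cells carrying a GRP78-based luminescent sensor were seeded at 1000 cells/well, pin-dosed with compounds and incubated 16 h. Luciferase reagent was then added, and end-point luminescence was read after 10 min at room temperature.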
IDH1 R132H inh: inhibitors of human mutant IDH1 R132H; IDH1-R132H enzyme, NADPH consumption, diaphorase/resazurin fluorescence; Potency, µM (top dose mostly 76.6 µM), without a hit: at the top dose activity change, negative = inhibition, usual class: inhibitors; 0.093% of 390,000 active; AID 602179; also: potency is read from the fitted curve at half-maximal effect; % is scaled to controls: 0 for no effect and ±100 for the full control effect; nearly all actives have a fitted effect of over 65% in size
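IDH1-R132H (0.5 ug/mL dispensed) in pH 7.5 Tris buffer was preincubated 30 min with compound, then given a substrate mix of 0.016 mM NADPH and 2 mM alpha-KG for 80 min at room temperature; remaining NADPH was read by diaphorase/resazurin fluorescence.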
USP1 inh: blocks the human USP1/UAF1 deubiquitinase complex; recombinant USP1/UAF1, Ub-Rhodamine cleavage fluorescence; 0.23% of 390,000 active; Potency, µM (highest dose often 57.1 µM), inactives show top-dose activity change, negative = inhibition, most hits filed as inhibitors; also: potency is read from the fitted curve at half-maximal effect; % is scaled to controls: 0 for no effect and ±100 for the full control effect; nearly all actives have a fitted effect of over 60% in size; inactives centre near -12
Target sequence (O94782 whole entry, looked up): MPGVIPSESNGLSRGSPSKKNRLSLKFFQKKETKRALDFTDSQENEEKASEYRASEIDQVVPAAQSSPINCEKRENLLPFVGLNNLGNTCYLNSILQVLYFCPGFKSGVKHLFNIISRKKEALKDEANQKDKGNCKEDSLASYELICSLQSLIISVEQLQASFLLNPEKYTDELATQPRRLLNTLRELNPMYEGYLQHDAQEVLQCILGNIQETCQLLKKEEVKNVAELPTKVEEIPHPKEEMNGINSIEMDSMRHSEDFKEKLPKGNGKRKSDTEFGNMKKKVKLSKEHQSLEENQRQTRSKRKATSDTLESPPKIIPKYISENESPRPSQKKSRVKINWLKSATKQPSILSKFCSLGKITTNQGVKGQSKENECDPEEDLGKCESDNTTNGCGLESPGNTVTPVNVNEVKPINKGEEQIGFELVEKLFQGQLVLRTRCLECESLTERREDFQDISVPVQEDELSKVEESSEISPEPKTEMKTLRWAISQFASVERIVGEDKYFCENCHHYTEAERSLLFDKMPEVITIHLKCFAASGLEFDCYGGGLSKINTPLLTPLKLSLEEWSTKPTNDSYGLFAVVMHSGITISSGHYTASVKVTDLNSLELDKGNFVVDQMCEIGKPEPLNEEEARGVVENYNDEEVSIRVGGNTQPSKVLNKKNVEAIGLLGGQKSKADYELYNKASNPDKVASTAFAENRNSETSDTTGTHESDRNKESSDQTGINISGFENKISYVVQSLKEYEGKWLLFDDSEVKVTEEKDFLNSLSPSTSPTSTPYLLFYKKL
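USP1/UAF1 complex at 1 nM was preincubated with compound for 15 min at room temperature, then Ub-Rho substrate (150nM final) was added. Fluorescence (480/540 nm) was read kinetically, 6 reads every 60 seconds.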
Active calls of the source: *; ? = inconclusive; . = no result given; [ ] = remark or other dose. Unless noted, calls follow the shape of the dose curve; as a rule, active = well fitted curve in the direction sought with a large enough effect; inconclusive = small, poorly fitted or top-dose-only effect, or another doubt; inactive = no such curve, though single readings can be large; an effect the other way counts as inactive or inconclusive. An excerpt. The share of hits here may be higher or lower than overall.

SMILES	LDHA inh	RGS4 inhibitor	Vif-APOBEC3F blk	TrxR1 inh	Vif-A3G inh	TrxR1 substrate	Glioma ERSR ind	IDH1 R132H inh	USP1 inh
COc1ccccc1N1CCN(C(=S)NC(=O)c2ccc([N+](=O)[O-])cc2)CC1	-3	.	6%	.	0%	.	-4%	-2%	-27%
CSCCC(NS(=O)(=O)c1ccccc1F)C(=O)NCCCn1nc(C)cc1C (stereo not drawn)	-1	13%	10%	-5%	-3%	-3%	-3%	2%	-12%
CCN(CC)c1ccc2cc(S(=O)(=O)c3ccc(C)cc3)c(=O)oc2c1	-1	13%	-3%	-10%	-1%	-6%	-3%	1%	?
N=c1oc2ccc(Br)cc2cc1C(=O)NC1CCCCCC1	2	-22%	2%	?	0%	2%	2%	5%	-9%
CSc1cccc(NC(=O)N2CCN(C)CC2)c1	-15	8%	-1%	28%	-5%	8%[57.1 µM]	-3%	-5%	?
Cc1cccc(-c2noc(CCCC(=O)Nc3cccnc3)n2)c1	-5	-49%	-5%	10%	1%	4%	2%	-3%	-20%
Cc1[nH]c(C)c(S(=O)(=O)NCc2ccc(N(C)C)cc2)c1C(=O)N1CCCC1	2	-19%	3%	5%	-5%	5%	3%	0%	-14%
O=C(COc1ccccc1-c1ccccc1)NNC(=O)NC1CCCCC1	-6	-2%	1%	12%[57.1 µM]	-1%	-10%[57.1 µM]	-5%	1%	-10%
CCOc1ccc(CN=C(N)N=C(N)N)cc1Cl	-4	-36%	5%	8%[57.1 µM]	0%	9%[57.1 µM]	-4%	2%	-1%
COc1ccc(CNC(=O)C(C)N(Cc2ccccc2OC)C(=O)c2snc(C(N)=O)c2N)cc1 (stereo not drawn)	-5	-4%	-1%	15%[57.1 µM]	-7%	19%	0%	0%	-15%
COc1ccccc1OCCCC(=O)NC(C)c1ccccc1 (stereo not drawn)	-2	0%	-4%	31%	-2%	4%	-2%	15%	-8%
Cc1ccc(-n2ncc3c(NC4CCCCC4)ncnc32)cc1	-2	-14%	5%	21%[57.1 µM]	-1%	15%[57.1 µM]	-1%	24%	-24%
Fc1ccc(Nc2nc3ccccc3s2)cc1	-6	-27%	5%	15%[57.1 µM]	2%	6%[57.1 µM]	9%	-5%	-5%
COC(=O)c1sc(=S)n(-c2ccc(Cl)cc2)c1C	5	8%	-4%	-6%[57.1 µM]	0%	0%[57.1 µM]	-1%	1%	0%
O=C(Nc1nnc(C2CC2)s1)c1ccncc1	0	7%	-2%	6%	-5%	-10%[57.1 µM]	6%	13%	-6%
Oc1ccc(Nc2nc(N3CCCC3)c3ccccc3n2)cc1	-1	?	-2%	32%[0.457 µM]	-1%	4%	1%	-2%	0%
CSc1ccc(S(=O)(=O)NC2CC3CCC2C3)cc1 (stereo not drawn)	-3	8%	8%	30%	2%	0%	-4%	1%	-12%
CCOC(=O)c1[nH]ncc1CN1CCCC(C(=O)c2cccc3ccccc23)C1 (stereo not drawn)	-3	13%	3%	18%	0%	7%	-3%	-10%	-19%
CC(=O)Nc1ccc(S(=O)(=O)NC2(C(F)(F)F)NC(=O)N(CC(C)C)C2=O)cc1 (stereo not drawn)	-3	7%	10%	16%[57.1 µM]	-2%	4%	-3%	-7%	4%
O=C(O)CCCN1C(=O)/C(=C\c2ccccc2OCc2ccccc2)SC1=S	-8	-25%	4%	6%	1%	-6%	-2%	0%	?
COc1ccc(CN2CCN(C(=O)c3cccs3)CC2)c(OC)c1OC	-11	-14%	2%	7%[57.1 µM]	1%	13%[57.1 µM]	-2%	0%	-5%
CCCCN(C(=O)C1CC(=O)N(c2ccc3c(c2)OCCO3)C1)c1c(N)n(CC(C)C)c(=O)[nH]c1=O (stereo not drawn)	-6	-12%	7%	24%	1%	9%	-2%	-7%	-7%
CCOC(=O)N1CCN(Cc2nc3cc(NC(=O)c4ccccc4OC)ccc3n2C(C)C)CC1	-4	-10%	-2%	-8%	?	1%	-4%	4%	-22%
COc1cc(-c2nc3c[n+](CC(=O)c4ccccc4)ccc3n2C)cc(OC)c1OC	5	8%	-7%	6%[57.1 µM]	0%	7%[57.1 µM]	-2%	0%	-26%
O=C(CCC(=O)N(CC(=O)NC1CCCCC1)c1ccccc1F)Nc1nccs1	-5	-21%	?	6%[57.1 µM]	-5%	-5%[57.1 µM]	-5%	-5%	-4%
COCCN(CCOC)C(=O)CN1C(=O)NC2(CCCc3sccc32)C1=O (stereo not drawn)	-4	-7%	-9%	-9%	-2%	-7%	2%	7%	-13%
O=C(Nc1cccc(S(=O)(=O)N2CCOCC2)c1)c1cc([N+](=O)[O-])ccc1N1CCOCC1	1	-13%	8%	-15%	-7%	-8%	-2%	7%	-2%
CCCc1cc(=O)[nH]c(SCC(=O)Nc2sc3c(c2C#N)CCCC3)n1	-1	9%	-8%	19%	-4%	-1%	0%	2%	-12%
Cc1ccc(OCC(=O)N/N=C/c2cccnc2)cc1	-1	-6%	2%	-7%	-6%	-4%	-4%	2%	-16%
O=C(CNC(=O)c1ccccc1)N/N=C/c1cc(Br)ccc1O	1	-12%	0%	-2%	-17%	-7%	-2%	7%	-13%
COc1cccc(S(=O)(=O)N(C)C[C@H]2OCc3cnnn3CCCC(=O)N([C@H](C)CO)C[C@H]2C)c1	0	.	-1%	.	-5%	.	-5%	11%	-19%
N/C(=N\OC(=O)Cc1ccccc1)c1ccc([N+](=O)[O-])cc1	-3	-12%	-10%	-13%	0%	-10%	6%	2%	-10%
CCOC(=O)c1ccc(NC(=O)CSc2nc(-c3ccc(OC)cc3)cc(C(F)(F)F)c2C#N)cc1	-1	-32%	25µM*	32%	?	52%[activator]	-1%	8%	?
COC(=O)c1cc(S(=O)(=O)Nc2c(C)cccc2C)cn1C	-18	15%	3%	-2%	2%	-3%	-2%	-12%	?
Cc1nc2c(-c3ccc(F)cc3)c(C)nn2c(C)c1CCC(=O)NCCN1CCOCC1	-1	26%	0%	-9%	0%	-6%	2%	-6%	5%
COc1ccccc1/C=C/C(=O)OCC(=O)Nc1ccccc1Sc1ccccc1	-1	-13%	4%	6%[57.1 µM]	0%	9%[57.1 µM]	-3%	0%	-9%
COc1ccc(CCNC(=O)c2cn(C)c3ccc(S(=O)(=O)N(C)C)cc3c2=O)cc1OC	-6	13%	-4%	11%	3%	-3%	-5%	2%	-5%
CCN1CCN(CCCNC(=O)c2ccc3c(c2)sc2nc(-c4ccc(C)cc4)cn23)CC1	-1	4%	0%	9%	?	5%[11.4 µM]	-11%	10%	10%
Cc1cccc(CCNC(=O)C2CCN(S(=O)(=O)c3c(C)noc3C)CC2)c1	-5	17%	1%	10%	2%	7%	-2%	1%	-6%
CCN1C(=O)[C@H]2[C@@H](c3ccc(-c4ccc(F)cc4)c(OC)c3)N3CCC[C@@]3(C(=O)OC)[C@H]2C1=O	-1	-1%	7%	-22%	3%	20%	9%	-7%	-14%

Structures listed so far printed as active in Vif-APOBEC3F blk:
| SMILES | RGS4 inhibitor | Vif-APOBEC3F blk | TrxR1 inh | TrxR1 substrate | IDH1 R132H inh | USP1 inh |
| --- | --- | --- | --- | --- | --- | --- |
| CCOC(=O)c1ccc(NC(=O)CSc2nc(-c3ccc(OC)cc3)cc(C(F)(F)F)c2C#N)cc1 | -32% | 25µM* | 32% | 52%[activator] | 8% | ? |

Later entries
SMILES	LDHA inh	RGS4 inhibitor	Vif-APOBEC3F blk	TrxR1 inh	Vif-A3G inh	TrxR1 substrate	Glioma ERSR ind	IDH1 R132H inh	USP1 inh
Cc1ccc2c(c1)c1c(c(=O)n(Cc3ccccc3)c(=O)n1CC(=O)Nc1ccccc1F)n2C	-9	23%	-3%	3%	1%	-1%	-2%	26%	-20%
O=C1c2ccccc2C(=O)N1c1ncn[nH]1	-9	15%[11.4 µM]	1%	-23%	2%	-16%	-2%	-3%	-15%
COc1ccc(CNS(=O)(=O)c2ccc3c(c2)N(C(C)=O)CC(C)S3)cc1 (stereo not drawn)	-3	-5%	4%	19%	10%	5%	-7%	0%	-16%
CN(C)c1cccc(C(=O)OCC(=O)NC2CCCC2)c1	3	-28%	-5%	15%	0%	10%	-3%	2%	-11%
CCOC(=O)c1c(C)[nH]c(C(=O)COC(=O)COc2ccc(OC)cc2)c1C	-3	9%	3%	?	2%	-5%	-1%	-4%	-23%
CC1CC(=O)Nc2ccccc2N1S(=O)(=O)c1ccc(Cl)cc1 (stereo not drawn)	-8	24%	-3%	14%	1%	-1%	-3%	-8%	1%
Cc1ccc2c(=O)cc(C(=O)Nc3ccc(S(=O)(=O)N4CCCCC4)cc3)oc2c1	-8	7%	-11%	21%	2%	4%	-3%	13%	-17%
CCC(C)c1ccc(S(=O)(=O)Nc2cccnc2)cc1 (stereo not drawn)	1	-26%	-19%	8%	4%	0%	-1%	5%	-9%
CN(C)C1(CNC(=O)Nc2ccccc2)CCCCC1	3	-31%	4%	30%	-4%	5%	1%	0%	-12%
CCOC(=O)c1c(NC(=O)c2ccc(S(=O)(=O)N(CCOC)CCOC)cc2)sc2c1CC(C)(C)NC2(C)C	9	29%	-1%	-29%[57.1 µM]	-16%	-17%[57.1 µM]	-2%	16%	-18%
CN(C)c1cc2c3ccccc3n(C)c2cc1N	18	-35%	-3%	41%[57.1 µM]	-16%	161%[activator]	-3%	5%	?
